Screens (PubChem BioAssay)
Cneo AK release: causes C. neoformans cell lysis; lysis activity, % at 15 µM; adenylate kinase release luminescence, 4 h; normalised: neutral wells 0, clomiphene wells 100; AID 651654; 0.2% of 360,000 active;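 active means mean lysis activity across replicates of at least 80%, whatever share of replicates individually reach that level; inactive means mean lysis activity below 80%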
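Assay system: Cryptococcus neoformans yeast cells / Dosing: single-point compound dose / Timing: 4 h at 37 °C static, read 1 h later / Measured by: luminescence of released adenylate kinase using an AK detection reagent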
Statin myotox sup: suppressors of simvastatin-induced myotoxicity in C2C12 myotubes | ATP luminescence, 48 h; scaled: DMSO 0, geranylgeraniol control 100 | rescue of ATP level, % at 7.49 µM | 0.78% of 330,000 active;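 active means mean ATP rescue above about 67%, or every replicate alone reaching that limit, limit read from the data, passing the limit was not always enough; inconclusive means no clear call, values can overlap the other calls; inactive means mean under the limit and some replicate under it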;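 further: myotubes were challenged with 10 µM simvastatin during compound exposure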
miR122 inh: blocks miR-122 activity in Huh7 sensor cells; AID 602342; Huh7 miR-122 Renilla luciferase sensor, 48 h; neutral wells = 0, positive control = 100; activation (reporter increase), % at 12.5 µM; 0.3% of 340,000 active;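 active means mean replicate activation score at least 90 and every replicate individually at or above 90; inconclusive means only one of the two criteria met; inactive means neither criterion met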;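 further: higher luciferase means less miR-122 activity so hits act as miR-122 inhibitors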
ERp5 inh: blocks human ERp5 reductase activity on insulin. 0.05% of 350,000 active. ERp5 insulin aggregation, absorbance 650 nm, 90 min. inhibition, % at 9.99 µM. Q15084;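 active means mean replicate inhibition above about 25%, with every replicate also reaching it, limit read from the data, passing the limit was not always enough; inconclusive means only one of those two criteria met; inactive means neither criterion met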
Target sequence (Q15084 whole entry, looked up): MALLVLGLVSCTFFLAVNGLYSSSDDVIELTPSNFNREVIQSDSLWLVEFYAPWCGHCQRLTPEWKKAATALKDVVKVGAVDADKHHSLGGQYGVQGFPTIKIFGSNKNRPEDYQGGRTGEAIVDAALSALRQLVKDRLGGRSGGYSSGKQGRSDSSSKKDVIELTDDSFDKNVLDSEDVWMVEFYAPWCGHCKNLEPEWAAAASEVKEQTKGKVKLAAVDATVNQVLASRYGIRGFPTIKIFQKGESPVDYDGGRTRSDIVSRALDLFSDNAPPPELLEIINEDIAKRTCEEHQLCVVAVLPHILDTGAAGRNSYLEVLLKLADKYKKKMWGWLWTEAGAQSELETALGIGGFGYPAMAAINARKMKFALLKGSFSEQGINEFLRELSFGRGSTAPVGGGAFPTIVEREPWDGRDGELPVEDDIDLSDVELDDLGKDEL
SIRT5 inh: blocks human SIRT5 desuccinylation of peptide; inhibition, % at 15 µM; Purified SirT5, succinyl-peptide AMC, trypsin-coupled fluorescence; Q9NXA8; 1.1% of 330,000 active; in the data active means inhibition above about 15%; inconclusive means no clear call, values can overlap the other calls
Target sequence (Q9NXA8 whole entry, looked up): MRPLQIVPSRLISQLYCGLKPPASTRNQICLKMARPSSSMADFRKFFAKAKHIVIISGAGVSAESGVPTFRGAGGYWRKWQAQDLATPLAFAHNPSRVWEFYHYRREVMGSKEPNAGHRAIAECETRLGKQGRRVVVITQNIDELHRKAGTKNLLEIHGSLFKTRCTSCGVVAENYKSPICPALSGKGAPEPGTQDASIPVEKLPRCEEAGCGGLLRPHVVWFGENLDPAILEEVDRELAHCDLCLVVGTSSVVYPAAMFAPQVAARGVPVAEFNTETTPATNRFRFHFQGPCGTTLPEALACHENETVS
ARNT-TACC3 inh: disrupts binding between human ARNT and TACC3. Q9Y6A5. AlphaScreen His-ARNT PAS-B/GST-TACC3 binding, luminescence; TACC3 fragment carries E629A point mutation. inhibition, % at 9.99 µM. 0.66% of 390,000 active. AID 623870;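 active means mean inhibition of replicates at least 50% and at least half of replicates each reaching 50%; inconclusive means half or more replicates reach 50% but mean below 50%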;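 further: 0% = complete ARNT plus TACC3 wells and 100% = ARNT alone without TACC3; many hits fall short of the cut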
esBAF inh: SWI/SNF esBAF complex inhibition; AID 602393; reporter increase, % at 12.5 µM; 2% of 350,000 active; mouse ES cells, Bmi1-luciferase knock-in reporter, 24 h; 100% = twice the neutral-well signal; in the data active means activation above about 40%; inconclusive means no clear call, values can overlap the other calls;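 further: 0% = median of the plate's neutral control wells and 100% = double that signal; a rise in the Bmi1 reporter signal indicates esBAF inhibition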
The depositor's hits bear a star; ? = inconclusive; / = no result given; [ ] = dose if it differs, or a comment.

The first six records, to show the layout:
Short forms – A = Cneo AK release; B = Statin myotox sup; C = miR122 inh; D = ERp5 inh; E = SIRT5 inh; F = ARNT-TACC3 inh; G = esBAF inh
CC(C)(C)OC(=O)NCCCC[C@H](NC(=O)[C@H](Cc1c[nH]c2ccccc12)NC(=O)OCc1ccccc1)C(=O)O
  A = 1.7; B = -3.5; C = -1.8; D = 1.4; E = -3.9; F = 0.3; G = 1.1
O=C(COc1ccccc1Cl)N1CCN(c2ccc([N+](=O)[O-])c(N3CCOCC3)c2)CC1
  A = -3.4; B = -18.6; C = -7.7; D = /; E = /; F = 7.3; G = 10.1
C[C@@H]1CN([C@H](C)CO)C(=O)c2cc(-c3ccncc3)cnc2O[C@H]1CN(C)C(=O)Cc1ccccn1
  A = -2.0; B = 11.4; C = -4.3[16.7 µM]; D = -2.2; E = -0.5; F = 0.5; G = -5.0
CCCCC(=O)Nc1sc2c(c1C(=O)OCC)CCC(C=O)=C2Cl
  A = /; B = 1.2; C = -5.5; D = /; E = /; F = 3.9; G = -19.5
NC(=O)c1nsc(C(=O)N(c2ccc3c(c2)OCCO3)C(C(=O)NCC2CCCO2)c2ccc(F)cc2)c1N (stereo unspecified)
  A = -0.3; B = -12.9; C = /; D = 1.2; E = -0.2; F = 0.9; G = 4.6
C[C@@H]1CCCCO[C@H](CN(C)Cc2ccc(C(F)(F)F)cc2)[C@@H](C)CN([C@H](C)CO)C(=O)c2cc(NC(=O)Nc3ccc(C(F)(F)F)cc3)ccc2O1
  A = 5.1; B = /; C = 7.6[16.7 µM]; D = /; E = /; F = -8.1; G = 7.6

Main list, repeating the preview:
Short forms – A = Cneo AK release; B = Statin myotox sup; C = miR122 inh; D = ERp5 inh; E = SIRT5 inh; F = ARNT-TACC3 inh; G = esBAF inh
CC(C)(C)OC(=O)NCCCC[C@H](NC(=O)[C@H](Cc1c[nH]c2ccccc12)NC(=O)OCc1ccccc1)C(=O)O
  A = 1.7; B = -3.5; C = -1.8; D = 1.4; E = -3.9; F = 0.3; G = 1.1
O=C(COc1ccccc1Cl)N1CCN(c2ccc([N+](=O)[O-])c(N3CCOCC3)c2)CC1
  A = -3.4; B = -18.6; C = -7.7; D = /; E = /; F = 7.3; G = 10.1
C[C@@H]1CN([C@H](C)CO)C(=O)c2cc(-c3ccncc3)cnc2O[C@H]1CN(C)C(=O)Cc1ccccn1
  A = -2.0; B = 11.4; C = -4.3[16.7 µM]; D = -2.2; E = -0.5; F = 0.5; G = -5.0
CCCCC(=O)Nc1sc2c(c1C(=O)OCC)CCC(C=O)=C2Cl
  A = /; B = 1.2; C = -5.5; D = /; E = /; F = 3.9; G = -19.5
NC(=O)c1nsc(C(=O)N(c2ccc3c(c2)OCCO3)C(C(=O)NCC2CCCO2)c2ccc(F)cc2)c1N (stereo unspecified)
  A = -0.3; B = -12.9; C = /; D = 1.2; E = -0.2; F = 0.9; G = 4.6
C[C@@H]1CCCCO[C@H](CN(C)Cc2ccc(C(F)(F)F)cc2)[C@@H](C)CN([C@H](C)CO)C(=O)c2cc(NC(=O)Nc3ccc(C(F)(F)F)cc3)ccc2O1
  A = 5.1; B = /; C = 7.6[16.7 µM]; D = /; E = /; F = -8.1; G = 7.6
CCO[C@@H]1OC(C(=O)N2CCN(C)CC2)=C[C@H](c2coc3ccccc3c2=O)[C@H]1CCCO
  A = -0.5; B = 7.8; C = -2.4; D = 4.2; E = /; F = -1.9; G = 7.4
O=S(=O)(NCc1ccco1)c1cnc(Cl)c(Br)c1
  A = 0.5; B = /; C = -9.4; D = -2.6; E = -2.1; F = -6.9; G = /
CCN(CC)c1ccc(NC(=O)c2ccccc2OCC(=O)OC)cc1
  A = /; B = 2.2; C = 0.0; D = -2.8; E = -0.1; F = 14.7; G = 3.8
Cc1ccc(N(C)C(=O)n2cnc3ccccc32)cc1
  A = -0.5; B = 12.7; C = -5.8; D = ?; E = -0.3; F = 2.2; G = -4.3

The list continues:
Short forms – A = Cneo AK release; B = Statin myotox sup; C = miR122 inh; D = ERp5 inh; E = SIRT5 inh; F = ARNT-TACC3 inh; G = esBAF inh
C[C@@H]1CCCCO[C@@H](CN(C)Cc2ccc(C(F)(F)F)cc2)[C@H](C)CN([C@H](C)CO)C(=O)c2cc(NC(=O)c3ccncc3)ccc2O1
  A = -2.4; B = 27.7; C = -2.5[16.7 µM]; D = -0.5; E = 8.8; F = -4.0; G = 4.0
CN(CCOc1cccc(C(F)(F)F)c1)Cc1ccccc1
  A = /; B = /; C = -0.7; D = 0.3; E = -0.9; F = -10.8; G = /
S=c1[nH]nc(C2CCCCC2)n1/N=C/C=C/c1ccccc1
  A = 0.2; B = 0.5; C = 8.1; D = /; E = /; F = 7.7; G = -2.8
CCOc1ccc(C2C3=C(CCCC3=O)Nc3ccc4ncccc4c32)cc1 (stereo unspecified)
  A = -4.4; B = 7.2; C = -5.4; D = -2.5; E = 4.0; F = 2.6; G = -1.2
COc1cccc(-c2cnc(C(O)c3ccc(F)cc3C)[nH]2)c1 (stereo unspecified)
  A = -2.4; B = 0.8; C = 14.7; D = -1.0; E = -2.1; F = /; G = -0.1
COc1ccc2nc(NCc3cccnc3)sc2c1
  A = 3.4; B = -0.8; C = -5.0; D = 0.4; E = -1.4; F = -1.5; G = 35.9
CCCNC(=O)Nc1ccc2c(c1)C(=O)N(C)C[C@@H](OC)[C@@H](C)CN(C(=O)C1CC1)[C@H](C)CO2
  A = -0.8; B = -1.6; C = /; D = 3.2; E = -0.6; F = -5.7; G = 0.2
CC(NC(=O)C(=O)NN=C1CCCC1)c1ccccc1 (stereo unspecified)
  A = /; B = /; C = /; D = -5.5; E = -4.4; F = -6.0; G = /
CC(NC(=O)c1ccccc1)c1nc2ccccc2n1Cc1ccc(C#N)cc1 (stereo unspecified)
  A = 1.9; B = -9.5; C = -2.5; D = /; E = /; F = -5.4; G = -0.4
O=C(NCSc1ccnc(SCNC(=O)c2ccccc2)n1)c1ccccc1
  A = -0.7; B = 18.8; C = -6.4; D = -0.6; E = 0.4; F = 0.6; G = -5.9

Part of the list above, set out differently:
Below each SMILES – Cneo AK release | Statin myotox sup | miR122 inh | ERp5 inh | SIRT5 inh | ARNT-TACC3 inh | esBAF inh
> CN(CCOc1cccc(C(F)(F)F)c1)Cc1ccccc1
 : / | / | -0.7 | 0.3 | -0.9 | -10.8 | /
> O=C(NCSc1ccnc(SCNC(=O)c2ccccc2)n1)c1ccccc1
 : -0.7 | 18.8 | -6.4 | -0.6 | 0.4 | 0.6 | -5.9
> C[C@@H]1CCCCO[C@@H](CN(C)Cc2ccc(C(F)(F)F)cc2)[C@H](C)CN([C@H](C)CO)C(=O)c2cc(NC(=O)c3ccncc3)ccc2O1
 : -2.4 | 27.7 | -2.5[16.7 µM] | -0.5 | 8.8 | -4.0 | 4.0

Following part.
Short forms – A = Cneo AK release; B = Statin myotox sup; C = miR122 inh; D = ERp5 inh; E = SIRT5 inh; F = ARNT-TACC3 inh; G = esBAF inh
CCOc1ccc(-n2c(=O)c3c(C)c(C(=O)N(C)C)sc3n(CC(=O)Nc3ccccc3F)c2=O)cc1
  A = /; B = /; C = 14.6; D = 3.7; E = -0.9; F = -11.0; G = /
O=S(=O)(NCc1cccnc1)c1ccc2ccccc2c1
  A = 0.2; B = -5.0; C = 44.0; D = 2.2; E = -2.2; F = -6.0; G = 3.2
COc1ccc(CNC(=O)CSc2cccc3cccnc23)cc1
  A = 6.9; B = 16.5; C = -1.6; D = -2.1; E = -0.6; F = -3.0; G = -5.6
CC(C)CCNC(=O)C1CCN(S(=O)(=O)c2ccc3nc4c(c(C(=O)O)c3c2)CCCCC4)CC1
  A = -0.8; B = 6.0; C = -0.3; D = -2.0; E = 0.5; F = 0.5; G = -0.9
CC(C)CC1(C)CNC(=O)NC1
  A = -0.9; B = 2.7; C = -2.1; D = 2.4; E = 0.9; F = -13.0; G = 9.1
COc1ccccc1NC(=O)C1CCCCN1S(=O)(=O)c1ccc(F)cc1 (stereo unspecified)
  A = -0.2; B = 7.4; C = 0.2; D = /; E = /; F = 1.4; G = 8.0
Cc1cc(=O)n2nc(N3CCC(C(=O)Nc4cccc(Cl)c4C)CC3)sc2n1
  A = 0.0; B = -7.8; C = -8.5; D = 2.7; E = -10.3; F = 0.6; G = -3.7
COC(=O)[C@H](Cc1ccccc1)N(C)S(=O)(=O)c1cccc(S(=O)(=O)N(C)[C@@H](Cc2ccccc2)C(=O)OC)c1
  A = -8.6; B = -0.3; C = -3.9; D = -4.8; E = /; F = 12.2; G = -13.1
O=C(Nc1ccc(O)c(-c2nc3ccccc3s2)c1)c1cccs1
  A = /; B = /; C = /; D = -0.6; E = 1.3; F = -3.3; G = /
C[C@H]1CN([C@@H](C)CO)C(=O)c2cc(NS(=O)(=O)c3cn(C)cn3)ccc2O[C@H]1CN(C)C
  A = 3.5; B = -0.3; C = -4.2[16.7 µM]; D = 0.6; E = -0.1; F = -2.9; G = -0.3

Remaining list, next part
Short forms – A = Cneo AK release; B = Statin myotox sup; C = miR122 inh; D = ERp5 inh; E = SIRT5 inh; F = ARNT-TACC3 inh; G = esBAF inh
CCCC(=O)Nc1ccc2c(c1)OC[C@H](C)NC[C@H](C)[C@H](OC)CN(C)C2=O
  A = 0.4; B = 12.1; C = /; D = -0.7; E = 0.4; F = 2.0; G = -14.9
O=C(Nc1ccc2c(c1)Cc1ccccc1-2)c1ccco1
  A = -3.5; B = -6.3; C = 3.5; D = /; E = /; F = 5.2; G = 6.9
C[C@H]1CCCCO[C@@H](CN(C)C(=O)Nc2ccc3c(c2)OCO3)[C@@H](C)CN([C@@H](C)CO)C(=O)c2cc(NC(=O)Nc3ccc(F)cc3)ccc2O1
  A = 0.4; B = /; C = -5.9[16.7 µM]; D = 3.5; E = 4.4; F = -5.2; G = -7.4
Nc1nonc1-c1nc2ccccc2n1CCC(=O)O
  A = 1.0; B = 9.0; C = -2.0; D = /; E = /; F = -16.7; G = -5.9
CCSC(=O)NC12CC3CC(CC(C3)C1)C2
  A = -0.8; B = -7.5; C = 4.4; D = -5.3; E = -4.0; F = 15.9; G = 4.6
